Source: PubChem BioAssay
Tat export inh – blocks Tat-dependent protein export in E. coli; inhibition, % at 10 µM; actives 0.036% (n = 340,000); E. coli MC4100 TorA-mCherry Tat export, fluorescence; AID 488895;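 active = mean replicate inhibition at least 50% and at least half of replicates individually reaching 50%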;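 note: exported cargo escapes ClpAP degradation while cytoplasmic cargo is degraded and loses fluorescence; 0% = median of neutral control wells and 100% = median of NaSCN control wells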
MITF act – MITF TRPM1 promoter activation in melanoma cells. SK-MEL-5 TRPM1-promoter luciferase, 24 h; % of positive control, neutral wells = 0. activation, % at 12.5 µM. actives 0.75% (n = 300,000);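 active = mean activation of at least 80% with every replicate also reaching 80%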;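 note: 0% = neutral control wells and 100% = parthenolide positive control wells; values of inactives mirror those of a sister screen read the other way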
CAL PDZ FP-1 – CAL PDZ (human) peptide binding inhibition | Q9HD26 | purified CAL PDZ, TMR-peptide fluorescence polarization, 1 h | inhibition, % at 24.9 µM | actives 0.92% (n = 300,000) | AID 602252;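 active = mean inhibition of at least 30% with at least half of replicates also reaching 30%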;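 note: 0% = DMSO neutral control and 100% = excess unlabeled competitor peptide PRC23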
AddAB inh – less growth of phage-infected E. coli with AddAB | inhibition, % at 11.9 µM | E. coli expressing H. pylori AddAB, absorbance growth | AID 435030 | actives 0.29% (n = 330,000); in the data active = inhibition above about 12%;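 note: 0% = vehicle wells of infected cells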
SR-BI DiI-HDL act – SR-BI HDL lipid transfer activation. CHO ldlA[mSR-BI] cells, DiI-HDL uptake fluorescence, 3 h; 100 = double the neutral-control signal. activation, % at 12.5 µM. AID 504775. actives 0.096% (n = 320,000);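 active = mean replicate activation of at least 60% and every replicate at or above 60%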;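 note: 0% = median plate neutral-control signal and 100% = twice that signal; values of inactives mirror those of a sister screen read the other way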
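Material: SR-BI-overexpressing, LDLR-lacking CHO cells | Dosing: Single compound concentration, delivered by pin transfer | Probe or stimulus: Labelled HDL, 10 µg/mL | Signal: Bottom-read cell fluorescence after medium removal, ex 550/em 595 nm | Schedule: 3 h, 37 °C | Evaluation: HDL uptake via cellular fluorescence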
E coli growth – bacterial growth inhibition, counter-screen for AddAB inhibitors; E. coli V3065 growth, OD600 absorbance, 18 h; inhibition, % at 11.9 µM; actives 0.27% (n = 330,000);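 active = inhibition above the campaign's mean inhibition across all tested compounds plus 3 SD, cut at about 9.9% in these data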;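 note: uninfected addAB+ strain grown without phage in ampicillin broth; 0% = DMSO wells and 100% = ciprofloxacin 0.95 µg/ml wells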
phage Ecoli inh – E. coli growth loss with phage present. growth absorbance. inhibition, % at 11.9 µM. actives 0.26% (n = 360,000); in the data active = inhibition above about 11%
SR-BI HDL uptake – inhibitors of mouse SR-BI mediated HDL lipid uptake; Q61009; ldlA[mSR-BI] CHO cells, DiI-HDL uptake fluorescence, 3 h; inhibition, % at 12.5 µM; actives 0.96% (n = 320,000); AID 488896;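 active = mean replicate inhibition of at least 70% and a set share of replicates each scoring 70 or more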;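 note: 0% = median of neutral control wells and 100% = median of positive control wells; values of inactives mirror those of a sister screen read the other way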
Target sequence (Q61009 whole entry, looked up): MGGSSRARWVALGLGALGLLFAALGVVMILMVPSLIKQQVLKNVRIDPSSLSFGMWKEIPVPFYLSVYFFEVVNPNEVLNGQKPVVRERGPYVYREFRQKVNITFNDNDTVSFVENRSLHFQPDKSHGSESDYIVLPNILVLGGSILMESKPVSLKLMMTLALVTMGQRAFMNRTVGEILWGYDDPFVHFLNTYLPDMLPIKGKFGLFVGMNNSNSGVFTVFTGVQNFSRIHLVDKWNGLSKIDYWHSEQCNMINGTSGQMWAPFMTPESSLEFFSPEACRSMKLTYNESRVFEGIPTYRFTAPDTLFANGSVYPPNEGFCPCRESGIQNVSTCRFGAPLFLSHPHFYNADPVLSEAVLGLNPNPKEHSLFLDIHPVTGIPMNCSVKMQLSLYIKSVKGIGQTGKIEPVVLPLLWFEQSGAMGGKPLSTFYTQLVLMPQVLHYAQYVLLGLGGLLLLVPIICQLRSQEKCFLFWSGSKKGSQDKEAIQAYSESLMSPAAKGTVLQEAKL
Wnt act – Wnt/beta-catenin pathway activation; activation, % at 9.35 µM; actives 1.2% (n = 300,000); AID 743398; Wnt/beta-catenin reporter cell assay, activator, plate reader; in the data active = activation above about 30%, passing the limit was not always enough;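 note: 0% = neutral control wells and 100% = positive control wells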
CAL PDZ FP-2 – human CAL PDZ-peptide interaction inhibition; inhibition, % at 20 µM; actives 0.02% (n = 330,000); AID 504414; purified CAL PDZ, TMR-peptide fluorescence polarization, 1 h; Q9HD26;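 active = highest replicate inhibition of at least 40%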;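 note: plate controls were DMSO neutral control wells for no effect and unlabeled competitor peptide control wells for full effect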
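material = purified tagged CAL PDZ domain construct (CerCALP) | compound dosing = 20 µM, one dose | times = 1 h at RT | measured by = fluorescence polarization from S- and P-plane intensities, G-factor corrected | read-out = inhibition from polarization loss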
Active calls of the source: *; x = not tested or not shown.

SMILES	Tat export inh	MITF act	CAL PDZ FP-1	AddAB inh	SR-BI DiI-HDL act	E coli growth	phage Ecoli inh	SR-BI HDL uptake	Wnt act	CAL PDZ FP-2
CC(=O)c1ccc2c(c1)C1C(Cl)C(Sc3ccccc3[N+](=O)[O-])CC1C(C(=O)O)N2 (centres undefined)	1.0	-2.7	-4.6	4.0	-44.9	0.8	2.2	44.9	x	0.2
C[N+]1(C)C2CCC1CC(OC(=O)c1ccco1)C2 (centres undefined)	-2.8	3.0	4.2	0.4	x	-2.0	0.5	x	2.5	0.4
COc1c2c(cc3c1OCO3)CCN(C)C2	-7.7	3.6	0.0	-0.5	10.2	0.3	3.2	-10.2	1.6	0.7
OC(CN1CCC(c2c[nH]c3ccccc23)CC1)C(F)(F)F (centres undefined)	4.9	-7.5	-0.1	1.8	x	-0.3	3.9	x	-0.5	1.1
CCN1C[C@@]2(COC)C3[C@@H](OC)[C@H]4[C@@H]1[C@@]3(C1C[C@H]3[C@H](O)C1[C@]4(O)C[C@H]3OC)[C@@H](OC)C[C@H]2O (some centres undefined)	-2.1	x	3.1	4.2	-13.0	0.2	0.9	13.0	0.6	1.1
COc1cc(CN2CCN(c3cc(C)ccc3C)CC2)ccc1O	8.9	-13.8	x	-1.6	24.4	-1.1	3.0	-24.4	-1.1	1.0
Cc1cc(=O)oc2c(C)c(OCC(=O)N3CCN(Cc4ccc5c(c4)OCO5)CC3)ccc12	2.9	6.8	3.5	0.7	1.0	0.0	3.6	-1.0	-0.2	-1.6
COc1ccccc1-n1c(O)c(/C=N/NC(=S)Nc2ccccc2)c(=O)[nH]c1=S	-3.0	x	-2.6	-1.6	10.0	-2.7	0.5	-10.0	9.6	-0.5
COC(=O)C1=C(c2c(C)noc2C)C[C@@H]2CC[C@H]1N2C(=O)N1CCC(O)(c2ccc(Cl)cc2)CC1	-0.4	1.4	1.0	1.5	26.0	-2.4	0.5	-26.0	0.3	0.2
N#CC(CCN1CCOCC1)(c1ccccc1)c1ccccc1	-3.3	-1.8	-2.3	0.2	-0.1	0.8	3.3	0.1	-2.4	-3.9
CCn1c(O)c(/C(C)=N/N2CCCCC2c2cccnc2)c(=O)[nH]c1=S (centres undefined)	4.8	-0.2	-6.8	-1.3	8.0	1.5	2.0	-8.0	-7.9	-4.3
COc1ccc(C2=NCC(=S)Nc3ccc(Cl)cc32)cc1Cl	-1.8	0.3	0.0	1.1	-34.9	-1.8	1.4	34.9	-1.6	-1.2
N=c1ccccn1Cc1ccccc1	0.2	-17.9	1.1	0.8	22.9	0.0	3.5	-22.9	-0.6	0.3
CCC(=O)CC(c1ccc([N+](=O)[O-])cc1)c1c(O)c2ccccc2oc1=O (centres undefined)	21.7	3.3	-1.8	2.5	27.7	0.6	-0.6	-27.7	-6.0	-1.2
CC1=C(C(=O)OC(C)C)[C@]2(C(=O)N(CC(N)=O)c3ccccc32)C(C#N)=C(N)O1	6.7	x	x	3.2	9.9	-0.2	0.8	-9.9	x	0.9
COc1ccc(-c2nn(CCC#N)cc2C(=O)Nc2ccc(C(C)=O)cc2)cc1[N+](=O)[O-]	-3.0	-1.3	4.1	-0.7	-63.8	-1.5	2.9	63.8	0.6	-2.3
O=C1CN=C(c2ccccc2Cl)c2cc(Br)ccc2N1	-0.9	-9.9	-4.2	3.1	4.6	1.5	-0.6	-4.6	-0.6	-1.1
Cc1cccc(CN(C)C)c1OC(=O)N(C)C	-6.7	-6.1	11.7	1.6	29.2	1.2	3.0	-29.2	x	-0.1
CSc1ccc(CN2CCN(c3ccccc3C)CC2)cc1	-3.0	-3.5	x	0.4	-1.6	1.9	2.3	1.6	-0.8	-1.3
O=C(CCN1CCOCC1)Nc1ccc(Br)cc1C(=O)c1ccccc1	-4.7	-12.6	2.2	4.0	0.5	0.2	2.2	-0.5	-1.2	-1.9
CC1=CC2/C=C(\C)CCC(O)C(O)/C=C/C(=O)C23C(=O)NC(CC(C)C)C3C1C (centres undefined)	5.5	-96.8	4.3	2.4	-19.8	-2.2	x	19.8	x	-4.1
CC1=CC2OC3CC4OC(=O)C=CC=CC(C(C)O)OCC(O)C(C)CC(=O)OCC2(CC1O)C4(C)C31CO1 (centres undefined)	-1.5	x	0.0	x	25.3	x	3.3	-25.3	-25.0	-0.3
CCn1c(O)c(C=Nc2ccc(N3CCOCC3)c(Br)c2)c(=O)n(CC)c1=S	0.2	-33.2	x	-1.2	-25.0	1.3	3.1	25.0	-6.3	0.0
O=P1(Oc2ccccc2)C[C@@H](O)[C@@H](O)[C@H](COCc2ccccc2)O1 (some centres undefined)	-8.3	-3.1	2.6	2.4	5.4	2.0	1.9	-5.4	0.0	-0.8
CCN(CC(=O)Nc1ccc(C#N)c(Cl)c1)CC(=O)NC1CCS(=O)(=O)C1 (centres undefined)	-0.4	7.5	-3.6	x	-5.9	x	2.3	5.9	-2.2	-2.9
CN1CCC(O)(c2ccccc2)C(C(=O)c2ccccc2)C1 (centres undefined)	-7.2	-6.2	-1.6	-0.2	-5.2	-1.3	0.3	5.2	x	-0.1
CC(=NCc1cccnc1)c1c(O)n(Cc2ccccc2)c(=O)[nH]c1=O	-4.5	-8.7	-0.5	0.8	18.1	-0.4	-0.2	-18.1	x	0.0
NC(=O)Nc1ccc(C(=O)OCC(=O)Nc2ccc(Cl)cc2C(=O)c2ccccc2)cc1	5.3	-7.5	-1.0	-0.2	28.9	-0.9	2.0	-28.9	x	-1.5
COC(=O)C1=C(c2cc3ccccc3s2)C[C@@H]2CC[C@H]1N2C(=O)NC1CCCCC1	4.7	0.2	-4.3	2.6	-8.2	0.1	0.6	8.2	-4.9	-1.8
Nc1cnn(-c2ccccc2)c(=O)c1Cl	-0.8	0.8	4.3	0.5	27.1	-1.3	2.9	-27.1	1.7	-0.7

Given with each value named: two of the compounds above.
Structure: CCN(CC(=O)Nc1ccc(C#N)c(Cl)c1)CC(=O)NC1CCS(=O)(=O)C1 (centres undefined)
- Tat export inh: -0.4
- MITF act: 7.5
- CAL PDZ FP-1: -3.6
- AddAB inh: x
- SR-BI DiI-HDL act: -5.9
- E coli growth: x
- phage Ecoli inh: 2.3
- SR-BI HDL uptake: 5.9
- Wnt act: -2.2
- CAL PDZ FP-2: -2.9
Structure: COC(=O)C1=C(c2cc3ccccc3s2)C[C@@H]2CC[C@H]1N2C(=O)NC1CCCCC1
- Tat export inh: 4.7
- MITF act: 0.2
- CAL PDZ FP-1: -4.3
- AddAB inh: 2.6
- SR-BI DiI-HDL act: -8.2
- E coli growth: 0.1
- phage Ecoli inh: 0.6
- SR-BI HDL uptake: 8.2
- Wnt act: -4.9
- CAL PDZ FP-2: -1.8

(more compounds)
SMILES	Tat export inh	MITF act	CAL PDZ FP-1	AddAB inh	SR-BI DiI-HDL act	E coli growth	phage Ecoli inh	SR-BI HDL uptake	Wnt act	CAL PDZ FP-2
N#Cc1cc(F)c(N2CCNCC2)cc1Cl	-13.8	4.1	-10.4	0.0	2.2	-2.6	4.7	-2.2	-10.3	-2.4
O=C1N(c2ccc(Cl)cc2)C(c2cccnc2)N2CCCN12 (centres undefined)	-11.7	28.4	-6.1	1.7	23.4	2.3	4.0	-23.4	-0.5	0.1
C[C@H]1[C@H](OC(=O)CCC(=O)NCc2ccc(C(=O)O)cc2)O[C@@H]2O[C@@]3(C)CC[C@H]4[C@H](C)CC[C@@H]1C24OO3	9.1	-41.7	5.8	5.2	7.4	5.1	x	-7.4	x	0.5
O=c1c2ccccc2nc(CSc2ncnc3nc[nH]c23)n1-c1ccccc1Cl	-0.9	-1.2	-9.1	0.6	22.5	1.7	1.1	-22.5	-0.9	x
COC(=O)C1=CO[C@@H](C)[C@@H]2CN(CCc3c[nH]c4ccccc34)CC[C@H]12	3.3	x	-0.2	-0.2	4.5	-1.0	2.2	-4.5	-0.5	-0.8
CCOC(=O)c1c(C)n(Cc2ccco2)c2ccc(O)cc12	4.5	x	x	3.2	-31.9	1.6	3.3	31.9	2.0	1.7
C=C1C(=O)[C@@]23C[C@H]4[C@@H]5[C@@]6(C)CCC[C@@]57[C@@H]2[C@@H](O)[C@@H]1C[C@H]3[C@H]7N4C6	-3.7	x	-0.4	-1.0	-1.8	-3.5	2.8	1.8	-3.3	-0.2
CCOC(=O)c1c(-n2c(C)cc(/C=C3\C(=O)NC(=O)N(C)C3=O)c2C)sc2c1CCCC2	16.2	1.1	-2.8	2.2	-18.3	-0.1	3.2	18.3	-8.1	-0.8
O=[N+]([O-])c1ccc(NCc2ccc(Cl)cc2)c2ccncc12	-10.4	-27.2	-3.1	1.6	-11.1	2.0	1.8	11.1	-2.7	0.4
Cc1ccc(-c2cc(-c3ccc(C)cc3)[n+](C)o2)cc1	-4.1	-64.6	2.7	0.6	15.7	-2.1	1.7	-15.7	-6.1	-0.1
CCn1ccnc1CN1CCCC(C(=O)c2cc(F)ccc2OC)C1 (centres undefined)	3.7	-11.9	-3.8	-2.8	19.2	-0.8	2.8	-10.2	-2.2	-2.2
CC(C)=CCC12CN3CCN(CC(C3)C1=O)C2	-2.7	-10.2	1.9	1.0	21.1	-1.1	2.4	-21.1	-4.5	-0.5
CCC(C)N1C(=O)NC(=O)C2(Cc3c(ccc4ccccc34)N(C)C2)C1=O (centres undefined)	9.2	-13.3	3.9	1.2	-44.0	-1.9	1.8	44.0	x	0.6
COc1ccc(C2SCC(=O)Nc3c2c(=O)[nH]n3C2CCCCCC2)cc1 (centres undefined)	-6.5	4.1	-17.1	1.7	-12.2	-2.7	0.3	12.2	-0.4	-4.0
O=C1NC(=S)NC(=O)C12C(c1ccc(F)cc1)NC(=S)NC2c1ccc(F)cc1 (centres undefined)	-2.1	x	-1.3	-0.8	11.8	1.4	0.8	-11.8	-6.9	-0.5
CC(=NCCN1CCCCC1)c1c(O)[nH]c(=O)[nH]c1=O	0.1	-3.7	x	0.2	3.7	-0.8	3.5	-3.7	x	0.6
O=C1NC(=O)N(c2ccccc2F)C(=O)/C1=C/c1ccc(Sc2nc3ccccc3[nH]2)o1	-69.6	-16.3	-4.8	3.2	-2.9	-1.2	5.2	2.9	-1.1	-4.1
CCC(=Nc1ccccc1NC(C)=O)c1c(O)n(C)c(=O)n(C)c1=O	-7.9	-6.4	0.6	0.7	13.4	-1.2	0.5	-13.4	-2.6	-3.2
Cn1cc(C(O)CN2CCCCC2)c2ccccc21 (centres undefined)	-6.0	-7.0	-3.7	0.4	6.2	0.6	0.7	-6.2	-2.4	-0.1
O=c1c2ccccc2nc(/C=C/c2ccc3c(c2)OCO3)n1-c1ccccc1	-5.1	-11.9	-2.8	0.5	-26.8	-0.3	2.6	26.8	-0.9	0.2
CC(C)n1c(=O)c(C=Nc2ccc(S(N)(=O)=O)cc2)c(O)n(Cc2ccco2)c1=O	-12.8	-3.9	-3.6	1.3	13.1	-2.5	5.0	-13.1	-3.2	-0.5
CN1CCN(c2ccc(N)c(N3CCN(C)CC3)c2)CC1	2.9	0.4	3.9	6.4	10.4	-2.0	-1.6	-10.4	x	-1.1
CN1c2ccccc2Oc2ccccc21	-0.8	13.4	-7.2	-1.4	14.0	-2.0	-0.7	-14.0	x	-0.7

Not all compounds are listed; count on the stated rates, not on these rows.
